# Source: PubChem BioAssay
# Sm TGR block: blocks Schistosoma mansoni thioredoxin glutathione reductase; purified TGR, DTNB reduction, TNB absorbance 405 nm; Potency, µM (titrated, usually from 114 µM), inactives show at the highest dose activity change, negative = inhibition, actives largely listed as inhibitors; AID 485364; Q962Y6; 360,000 tested, 3% active; note: potency is the fitted concentration of half-maximal effect; nearly all actives have a fitted effect of over 60% in size
#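 Kinetic colorimetric format: TGR-catalysed, NADPH-driven DTNB reduction monitored via TNB absorbance. Enzyme dispensed at 20 nM; compound exposure 15 min at room temperature before reaction start.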
# HCV inhibitor: HCV inhibition; Potency, µM (highest dose often 41.8 µM), inactives show at the top dose activity change, negative = inhibition, hits mostly inhibitors; Huh7.5.1 HCVcc-Cre infection, luciferase reporter, 44 h; 340,000 tested, 3.4% active; note: potency is the fitted concentration of half-maximal effect
#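 Whole-lifecycle infectious HCVcc-Cre system; cells 1,000/well, compound then virus (~0.5 moi) added 4 h after plating, 44 h culture. Luciferase read 15 sec following 15 min substrate incubation, room temp.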
# AMA1 RON2 block: AMA1-RON2 (P. falciparum) interaction inhibition; AlphaScreen AMA1-biotinylated RON2 peptide binding; Potency, µM (series often up to 58.2 µM), without a hit: top-dose activity change, negative = inhibition, actives largely listed as inhibitors; 360,000 tested, 0.2% active; AID 720542;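 note: potency is the fitted concentration of half-maximal effect; 0% = vehicle wells and -100% = peptide control; nearly all actives have a fitted effect of over 45% in size; some results filed as inactive show a strong effect at the top dose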
#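 AMA1 (3D7) with his tag at 25 nM final met compounds first, then biotinylated RON2 peptide at 25 nM; detection used donor plus acceptor beads, 10 µg/mL apiece, read by AlphaScreen after 30 min at room temperature.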
# Giardia FBPA inh: inhibitors of Giardia lamblia fructose-1,6-bisphosphate aldolase; A8B2U2; 290,000 tested, 0.71% active; Potency, µM (top dose mostly 59.6 µM), inactives show at the top dose activity, negative = inhibition, most hits filed as inhibitors; AID 2451; purified Giardia FBPA; note: potency is the fitted concentration of half-maximal effect; nearly all actives have a fitted effect of over 55% in size
# Target sequence (A8B2U2 whole entry, looked up): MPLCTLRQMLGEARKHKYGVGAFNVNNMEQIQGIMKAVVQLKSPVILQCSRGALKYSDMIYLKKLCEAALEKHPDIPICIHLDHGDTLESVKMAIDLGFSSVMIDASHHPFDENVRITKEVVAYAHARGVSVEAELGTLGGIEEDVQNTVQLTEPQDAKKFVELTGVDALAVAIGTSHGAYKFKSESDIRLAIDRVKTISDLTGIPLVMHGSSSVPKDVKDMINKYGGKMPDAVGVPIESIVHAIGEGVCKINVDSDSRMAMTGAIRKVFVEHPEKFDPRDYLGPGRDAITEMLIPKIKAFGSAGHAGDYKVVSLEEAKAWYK
#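 Giardia FBPA (40 nM reagent) was preincubated 10 min at RT with compound (up to 57.5 uM final), then substrate plus GAPDH/TPI/NAD/arsenate coupling system with diaphorase/resazurin was added; resorufin fluorescence (525/598 nm) was read after 20 min.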
# HCMV inh: human cytomegalovirus inhibition | 410,000 tested, 4.5% active | activity change, negative = inhibition, % at 57.5 µM | AID 1259415 | HFF cells, HCMV-luciferase reporter, 72 h; stronger effect = lower value; in the data active = activity change below about -60%; inconclusive = no clear call, values can overlap the other calls; inactive = above about -39%
#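 Two compound doses tested in HFFs infected with HCMV-luciferase, MOI 1 PFU/cell, 72 h at 37C. Lysate luminescence read with OneGlo; data normalized against buffer-only and 10uM Salinomycin inhibitor controls.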
# AmpC inh detg: blocks E. coli AmpC beta-lactamase in detergent assay. P00811. AmpC hydrolysis of nitrocefin, absorbance 480 nm, 0.01% Triton. Potency, µM (doses to about 114 µM), for the others: at the top dose activity change, negative = inhibition, usual class: inhibitors. 370,000 tested, 0.041% active. AID 485294;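 note: potency is the fitted concentration of half-maximal effect; 0% = no-compound wells and -100% = no-enzyme wells; nearly all actives have a fitted effect of over 25% in size; some results filed as inactive show a strong effect at the top dose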
# Target sequence (P00811 whole entry, looked up): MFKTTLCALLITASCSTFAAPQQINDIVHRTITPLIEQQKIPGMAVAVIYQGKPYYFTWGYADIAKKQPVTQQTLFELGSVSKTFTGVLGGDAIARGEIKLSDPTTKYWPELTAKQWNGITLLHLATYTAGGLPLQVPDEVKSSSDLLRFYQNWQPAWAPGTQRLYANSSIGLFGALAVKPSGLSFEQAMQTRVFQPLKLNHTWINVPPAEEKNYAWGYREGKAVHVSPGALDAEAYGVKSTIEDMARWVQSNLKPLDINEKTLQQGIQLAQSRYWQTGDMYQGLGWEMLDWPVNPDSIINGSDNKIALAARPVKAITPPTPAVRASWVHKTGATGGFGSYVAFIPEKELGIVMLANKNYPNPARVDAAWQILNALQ
#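 AmpC (5.3 nM in the dispensed reagent) in 20 mM phosphate pH 7.0 with 0.01% (detergent screen) or 0.0001% Triton X-100 was preincubated with compounds for 15 min at room temperature. Nitrocefin was then added from an 800 uM solution, and hydrolysis was followed at 480 nm.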
# Active calls of the source: *; ? = inconclusive; . = no result given; & = joins results of further samples; [ ] = remark or other dose. Unless noted, calls come from the whole dose curve; as a rule, active = well fitted curve in the direction sought with a large enough effect; inconclusive = small, poorly fitted or top-dose-only effect, or another doubt; inactive = no such curve, though single readings can be large; an effect the other way counts as inactive or inconclusive. Unless noted, % is set by controls: 0 for no effect and ±100 for the full control effect.
cpd	molecule	AMA1 RON2 block	AmpC inh detg	Giardia FBPA inh	HCV inhibitor	Sm TGR block	HCMV inh
1	CN(C)c1ccnc(-n2cccc2/C=N/OCc2ccc(F)cc2Cl)c1C#N	-24%	4%	-2%	-15%	0%	-17
2	COc1ccc(N2CCN(c3ncccc3-c3nc(-c4ccccc4C)no3)CC2)cc1	.	14%	.	.	-3%	7
3	Cc1ccc(C)c(NC(=S)NC(NC(=O)Cc2cccc3ccccc23)C(Cl)(Cl)Cl)c1 (configuration not stated)	-15%	-17%	4%	2.2µM*	-7%	-98*
4	O=C(Cc1ccc(Cl)cc1)NC1CCCN(Cc2ccccc2F)C1 (configuration not stated)	1%	?	6%	-9%	-1%	-24
5	Cc1cccc(/N=C/c2c(O)ccc3oc4c(c23)CCCC4)n1	17%	-8%	-1%	?	-12%	.
6	CC1CCCCC12NC(=O)N(CC(=O)NC(=O)Nc1ccc3c(c1)OCCO3)C2=O (configuration not stated)	4%	-10%	1%	2%	71µM*	128
7	CCOc1ccc(S(=O)(=O)NCc2csc(C)n2)cc1	13%	2%	-27%	?	-21%	-8
8	COC(=O)C1=C(N)Oc2cc(C)n(CC3CCCO3)c(=O)c2C1c1ccccc1OC (configuration not stated)	-2%	5%	4%	-4%	0%	-36
9	CCS(=O)(=O)NCC(c1cccnc1)N1CCN(c2ccccc2)CC1 (configuration not stated)	8%	-21%	5%	-22%	-27%	-3
10	O=[N+]([O-])c1ccc(N/N=C2\CC3CC=CC23)c([N+](=O)[O-])c1 (configuration not stated)	14µM*	5%	2%	11µM*	?	27
11	O=C(Nc1ccc(Br)cc1)c1cc(-c2cccs2)nc2ccccc12	.	14%	.	.	6%	-15
12	Cn1cc(C(=O)NCCc2ccccc2)c(=O)c2cc(S(=O)(=O)N3CCOCC3)ccc21	-3%	.	.	-6%	.	-29
13	CC(=O)C1CCC2C3CCC4CC(=O)CCC4(C)C3C=CC12C (configuration not stated)	0%	.	.	-11%	.	-18
14	COc1ccc(-c2nc(N)sc2C2(O)C(=O)Nc3c(Br)cc(F)cc32)cc1OC (configuration not stated)	-5%	3%	-28%	9%	8%	15
15	O=C(CCl)N1N=C(c2ccco2)CC1c1cccs1 (configuration not stated)	36%[activator]	-9%	-6%	?	3.2µM*	.
16	O=C(CNS(=O)(=O)c1ccc(Br)s1)N1CCN(c2ccccc2F)CC1	.	9%	.	.	1%	-11
17	CN(C(=O)CCc1ccccc1)c1nnc(-c2ccncc2)s1	-6%	7%	0%	18%	.	-1
18	Cc1oc(-c2ccccc2F)nc1CS(=O)CC(=O)NC1CCCC1 (configuration not stated)	-7%	-10%	1%	0%	14µM*	-25
19	COC(=O)C1=C(C)N(Cc2ccccc2)C(=O)N[C@H]1c1cccc(F)c1	3%	.	5%[12.9 µM]	6%	.	-5
20	Cn1c(SCC(=O)O)nnc1-c1ccc2ncccc2c1	.	-2%	-1%	.	8%	7
21	CSC1=NC2(CCN(C(=O)NC3CCCCC3)CC2)N=C1c1ccc(C)c(C)c1	.	20%	.	.	1%	12
22	O=c1c2ccccc2n2c(=S)[nH]nc2n1-c1ccccc1	93%[activator]	-6%	7.1µM*	1%	-13%	-31
23	C#CCOCCOCCOCCNc1nc(N2CCN(C(=O)[C@H](CCC(=O)O)n3cc(C(N)CC(C)C)nn3)CC2)nc(N2CCN(C(=O)[C@H](Cc3ccc(O)cc3)n3cc(C(N)[C@H](C)CC)nn3)CC2)n1 (some centres not stated)	.	-5%	-9%	.	40µM*	.
24	Cc1nc([N+](=O)[O-])c(NCCO)n1Cc1ccccc1	23%	-6%	4%	13%	-2%	-14
25	COc1cccc(N2CCN(S(=O)(=O)c3ccc(-c4coc(C)n4)cc3)CC2)c1	-26%	-11%	.	?	0%	0
26	C[C@@H]1C=C(C(=O)N2CCN(C)CC2)O[C@H](OCc2ccc(CO)cc2)C1	-4%	9%	6%	7%	-13%	14
27	CCSc1nc2sc3c(c2c(=O)[nH]1)CCc1ccccc1-3	27%	0%	-12%	10%	-24%	62
28	COc1ccc(NC(=O)C/C(C)=N/NC(=O)C(=O)Nc2cccc(Cl)c2C)c(OC)c1	36%[activator]	8%	12%	19%	-4%	-7
29	CCOC(=O)C1=C(C)N=C2SC(C)C(=O)N2C1/C=C/c1ccccc1OC (configuration not stated)	-2%	-8%	-18%	?	5%	-4
30	O=C(COc1ccc(Cl)cc1Cl)Nc1ccc(S(=O)(=O)NC2=NCCCCC2)cc1	-3%	-1%	5%	1%	6%	-10
31	CC(=O)C1=C(c2ccccc2)NC(=O)NC1c1ccc(O)c(Cl)c1 (configuration not stated)	-2%	-15%	0%	0%	0%	-22
32	CC(C)N(Cc1c(O)ccc2c(=O)c(-c3ccc(Cl)cc3)coc12)C(C)C	10%	-17%	?	?	40µM*	-30
33	COc1ccc(CN2C(=O)NC(C)(c3ccc(C)cc3)C2=O)cc1F (configuration not stated)	31%[activator]	-2%	-2%	-27%	12%	4
34	CS(=O)(=O)Nc1ccc(-c2nc3ccccc3s2)cc1	.	0%	.	.	6%	12
35	O=C(NCCCN1CCN(CCCNC(=O)c2ccc(F)cc2)CC1)c1ccc(F)cc1	0%	-1%	2%	?	-4%	-21
36	N#Cc1c(NCCCO)nc(NCc2ccccc2)c2c1CCN(Cc1ccccc1)C2	-10%	1%	-27%	11µM*	6%	23
37	O=C(NC(=S)Nc1ccccc1N1CCOCC1)c1ccc([N+](=O)[O-])cc1	27%	2%	0%	5%	-11%	22
38	Cc1cccc(C)c1NC(=O)c1c(C)nn(-c2ccccc2)c1Cl	-5%	-4%	-4%	?	-5%	-37
39	Nc1nonc1-n1nnc(C(=O)N/N=C/c2cccc(F)c2)c1CN1CCCC1	34%[activator]	.	.	8%	.	-27
40	CCc1ccc2oc(-c3cccc(NC(=O)c4ccc(-c5cccc([N+](=O)[O-])c5)o4)c3)nc2c1	.	25%	.	.	?	66
41	O=C(OCC(=O)N1CCN(C(=O)c2ccco2)CC1)c1cccc(O)c1	-6%	-5%	.	9%	?	50
42	COc1ccc(CCN(C(=O)c2ccco2)C(C(=O)NC2CCCC2)c2ccncc2)cc1OC (configuration not stated)	-1%	10%	-19%	17%	6%[57.1 µM]	-5
43	Cc1nn(CCC#N)c2c1P(=S)(N1CCCC1)OC(c1ccc(F)cc1)=N2 (configuration not stated)	-7%	-2%	-5%	-7%	5%	16
44	COc1cc(-c2noc(C3CC(=O)N(c4cc(C)ccc4C)C3)n2)cc(OC)c1OC (configuration not stated)	.	16%	.	.	3%	-5
45	COc1ccc(-n2c(C)cc(C(=O)COC(=O)c3ccc(O)cc3O)c2C)cc1	-2%	-15%	.	10µM*	-14%	-81*
46	C[C@H](NC(=O)c1ccco1)C(=O)Nc1nnc(SCc2ccccc2)s1	0%	.	.	3%	.	5
47	Cc1cccc(CNC(=O)C2CCCN(c3nn4c(=O)cc(C)nc4s3)C2)c1 (configuration not stated)	5%	-7%	-11%	9%	6%	-1
48	CCCn1c(NC(=O)c2ccc([N+](=O)[O-])o2)nc2ccccc21	31%[activator]	2%	.	?	-33%	-63*
49	CCN(CC)C(=O)Oc1cc(COC)nc(-c2ccccc2)n1	5%	-2%	0%	10%	31%	0
50	COCCn1c(SCC(=O)NC2CCCCC2C)nnc1-c1ccncc1 (configuration not stated)	1%	7%	-9%	13%	10%	10

# More records:
cpd	molecule	AMA1 RON2 block	AmpC inh detg	Giardia FBPA inh	HCV inhibitor	Sm TGR block	HCMV inh
51	CP(=O)(Nc1ccccc1)C(Cl)(Cl)Cl (configuration not stated)	2%	4%	3%	6%	5%	6
52	O=C1CCCN1c1ccc(N2CCCC2=O)cc1	11%	-8%	-7%	11%	0%	27
53	Cc1cc(Cl)cc(Cl)c1OCC(=O)NCc1ccco1	-5%	-13%	-3%	-10%	40µM*	17
54	COCCN1CCN(c2c3c(nc4cc(-c5cccc(F)c5)nn24)CCC3)CC1	-3%	-12%	0%	10%	-2%	-7
55	Cc1ccc(S(=O)(=O)c2nnn3c2nc(NCc2ccc4c(c2)OCO4)c2sccc23)cc1C	.	-8%	.	.	0%	0
56	FC(F)Oc1ccc(-c2csc(Cc3nnc4n3CCCCC4)n2)cc1	-1%	?	-20%	-26%&-6%	-1%	-12
57	COc1cccc(CCNC(=O)c2ccc(OC)c(OC3CCN(C(C)C)CC3)c2)c1	0%	-16%	.	-14%	-17%	7
58	CCOc1ccc(OCCn2c(S(=O)(=O)O)nc3c(N)ncnc32)cc1	-3%	-8%	-8%	4%	3%	.
59	Cc1csc(NC(=O)C2C3C=CC(C3)C2C(=O)O)n1 (configuration not stated)	?	?	0%	13%	0%	26
60	Cn1cnnc1SCc1ccc(C(=O)N/N=C/c2cccs2)cc1	13%	2%	1%	4%	2%	-3
61	O=c1[nH][nH]c(C(F)(F)F)c1C=Nc1ccc(Cl)cc1	57%[activator]	-3%	-1%	6%	-17%	36
62	c1ccc(-c2cnc(-c3ccccc3)nn2)cc1	0%	.	.	11%	.	94
63	CCOc1ccc(NC(=O)CCS(=O)(=O)c2ccc3c(c2)CCCN3C(C)=O)cc1	-16%	0%	5%	-13%	?	-25
64	O=C(Nc1ccc2c(c1)OCCO2)c1cccn(Cc2cccc([N+](=O)[O-])c2)c1=O	.	1%	.	.	9%	15
65	Cc1nnc(NC(=O)C2CSC3(C)CCC(=O)N23)s1 (configuration not stated)	11%	2%	.	0%	-4%	-9
66	CCc1cccc2c(C(=O)C(F)(F)F)cn(CC(=O)NCC3CCCO3)c12 (configuration not stated)	-3%	3%	-1%	-3%	.	-12

# Entries 20 through 21 of the list above:
cpd	molecule	AMA1 RON2 block	AmpC inh detg	Giardia FBPA inh	HCV inhibitor	Sm TGR block	HCMV inh
20	Cn1c(SCC(=O)O)nnc1-c1ccc2ncccc2c1	.	-2%	-1%	.	8%	7
21	CSC1=NC2(CCN(C(=O)NC3CCCCC3)CC2)N=C1c1ccc(C)c(C)c1	.	20%	.	.	1%	12

# Molecules from the list above with a furan ring, fused or not, in the order listed:
cpd	molecule	AMA1 RON2 block	AmpC inh detg	Giardia FBPA inh	HCV inhibitor	Sm TGR block	HCMV inh
5	Cc1cccc(/N=C/c2c(O)ccc3oc4c(c23)CCCC4)n1	17%	-8%	-1%	?	-12%	.
15	O=C(CCl)N1N=C(c2ccco2)CC1c1cccs1 (configuration not stated)	36%[activator]	-9%	-6%	?	3.2µM*	.
40	CCc1ccc2oc(-c3cccc(NC(=O)c4ccc(-c5cccc([N+](=O)[O-])c5)o4)c3)nc2c1	.	25%	.	.	?	66
41	O=C(OCC(=O)N1CCN(C(=O)c2ccco2)CC1)c1cccc(O)c1	-6%	-5%	.	9%	?	50
42	COc1ccc(CCN(C(=O)c2ccco2)C(C(=O)NC2CCCC2)c2ccncc2)cc1OC (configuration not stated)	-1%	10%	-19%	17%	6%[57.1 µM]	-5
46	C[C@H](NC(=O)c1ccco1)C(=O)Nc1nnc(SCc2ccccc2)s1	0%	.	.	3%	.	5
48	CCCn1c(NC(=O)c2ccc([N+](=O)[O-])o2)nc2ccccc21	31%[activator]	2%	.	?	-33%	-63*
53	Cc1cc(Cl)cc(Cl)c1OCC(=O)NCc1ccco1	-5%	-13%	-3%	-10%	40µM*	17
